5HT1E ag = activates the human 5-HT1E serotonin receptor. P28566. CHO 5-HT1E Ga15 NFAT-bla reporter, FRET; 0% DMSO wells, 100% control agonist wells. activation, % at 6 µM. 65,000 compounds, 0.69% hits;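 active means activation above a set limit, the screen-wide mean activation plus 3 SD, cut at about 8.5% in these data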;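 further: 100% = positive control agonist at 1 µM giving full maximal response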
AP complement = orthogonal test for alternative complement pathway inhibitors; Human serum alternative complement pathway, LPS-coated ELISA, C3 deposition; tested in compound mixtures; inhibition, % at 5 µM; 62,000 compounds, 0.08% hits; AID 1235;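 active means inhibition above 30% in each of the two pooled mixtures holding the compound, so the lower value exceeds 30%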;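 further: 0% = serum in Mg-EGTA without compound and 100% = EDTA serum blank; some compounds past the cut are filed as inactive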
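Test system – human serum alternative complement pathway, C3 deposition on LPS-coated wells · Buffer or medium – diluted human serum in Mg2+-EGTA GVB++ · Compound dosing – 5 µM each compound, pools of ten, 50 µM per pool · Schedule – 1 h serum-compound exposure at 37 °C · Measured by – Anti-C3 ELISA, OD 450 nm · Read-out basis – percent inhibition of C3 deposition onto LPS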
SF-1 act = activates the human nuclear receptor SF-1; Q13285; CHO-K1 Gal4-SF-1 LBD luciferase reporter; % increase over DMSO SF-1-specific signal; activation, % at 10 µM; 65,000 compounds, 1.9% hits; AID 522;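 active means activation above the mean activation of all tested compounds plus 3 SD, cut at about 50% in these data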
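Assay system: CHO-K1 cells co-transfected with Gal4 DBD–human SF-1 LBD, 5xGal4 luciferase reporter; doses: 10 µM only; incubation: 20 h compound exposure at 37 °C after 1 h cell settling; signal: luciferase light emission; evaluation: percent activation versus DMSO; repeats: one test per compound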
5HT1a antag = blocks the human serotonin 5-HT1a receptor; P08908; CHO 5-HT1a Ga15 NFAT-bla reporter, antagonist mode; inhibition, % at 10 µM; 62,000 compounds, 0.68% hits; AID 612;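 active means inhibition above the mean of all tested compounds plus 3 SD, cut at about 43% in these data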;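 further: receptor stimulated by 5-CT agonist at 100 nM near EC80; beta-lactamase reporter measured by ratiometric fluorescence of a cleavable substrate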
HTR1E antagonist = 5-HT1E (human) receptor antagonism; P28566; CHO 5-HT1E Ga15 NFAT-bla reporter, FRET, antagonist; inhibition, % at 6 µM; 65,000 compounds, 0.99% hits;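 active means inhibition above a set limit, the mean inhibition across every tested compound plus 3 SD, cut at about 29% in these data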;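 further: signal is the 460 over 535 nm emission ratio of beta-lactamase substrate; 0% = agonist plus DMSO wells and 100% = wells without agonist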
RORa activator = activates the human nuclear receptor RORA. AID 560. activation, % at 10 µM. 65,000 compounds, 1.5% hits. P35398. CHO-K1 Gal4-RORA LBD luciferase reporter, luminescence; percent increase over mock-subtracted basal signal;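 active means activation above the mean of all tested compounds plus 3 SD, cut at about 49% in these data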;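 further: 0% = DMSO-treated RORA cells and 100% = added signal equal to DMSO minus mock-transfected cells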
S1P3 agonist = agonists of human S1P3 receptor; Q99500; S1P3 NFAT-BLA reporter cells, agonism, FRET ratio; relative to 1 µM S1P, basal subtracted; activation, % at 4.5 µM; 60,000 compounds, 0.1% hits; AID 373;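 active means activation above the screen-wide mean plus 3 SD, cut at about 4.5% in these data, passing the limit was not always enough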; further: some compounds called inactive have numbers as strong as hits
Target sequence (Q99500 whole entry, looked up): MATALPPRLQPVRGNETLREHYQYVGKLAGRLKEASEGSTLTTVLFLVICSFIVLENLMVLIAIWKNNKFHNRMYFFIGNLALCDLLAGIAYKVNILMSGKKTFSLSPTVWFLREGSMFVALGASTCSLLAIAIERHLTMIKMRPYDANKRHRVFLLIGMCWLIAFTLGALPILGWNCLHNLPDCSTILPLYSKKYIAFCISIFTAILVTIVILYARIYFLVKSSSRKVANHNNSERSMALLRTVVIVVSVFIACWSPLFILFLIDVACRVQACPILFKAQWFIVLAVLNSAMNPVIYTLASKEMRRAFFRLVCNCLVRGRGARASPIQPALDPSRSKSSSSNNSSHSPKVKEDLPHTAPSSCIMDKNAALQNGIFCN
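Benchmarks: high control 1 µM S1P / System: stable CHO line with human S1P3, Gα16, NFAT-BLA reporter / Dosing: single compound concentration, 4.5 µM final / Timing: 4 h compound at 37 °C, 2 h substrate at RT / Measured by: FRET β-lactamase substrate fluorescence, excitation 405 nm, 460/535 nm emission ratio, background-subtracted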
S1P1 ag pot = activates or potentiates agonism at human S1P1 receptor; P21453; S1P1 CRE-bla cells, forskolin, beta-lactamase FRET, potentiator mode; S1P1 agonist co-added at EC20, 2 nM; 100% = saturating reference agonist, 0% = basal; activation, % at 9.5 µM; 56,000 compounds, 0.57% hits;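 active means activation above a cutoff set at the mean activation of all tested compounds plus 3 SD, cut at about 54% in these data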;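 further: forskolin at 4 µM as EC80 and the EC20 agonist is SEW2871; 100% = SEW2871 at its EC100 plus forskolin at EC80; some compounds past the cut are filed as inactive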
Target sequence (P21453 whole entry, looked up): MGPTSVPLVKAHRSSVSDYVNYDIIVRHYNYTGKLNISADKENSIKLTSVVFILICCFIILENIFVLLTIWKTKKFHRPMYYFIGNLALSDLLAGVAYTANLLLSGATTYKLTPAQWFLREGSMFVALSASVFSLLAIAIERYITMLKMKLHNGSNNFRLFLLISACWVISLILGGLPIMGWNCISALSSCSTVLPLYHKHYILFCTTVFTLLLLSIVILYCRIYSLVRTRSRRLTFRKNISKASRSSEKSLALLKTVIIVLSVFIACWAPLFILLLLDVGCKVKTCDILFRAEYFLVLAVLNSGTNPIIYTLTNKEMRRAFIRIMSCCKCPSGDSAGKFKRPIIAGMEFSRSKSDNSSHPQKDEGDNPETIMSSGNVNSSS
Ecoli tolC = growth inhibitors of E. coli BW25113 tolC mutant | OD615 | growth inhibition, % at 10 µM (by protocol) | 65,000 compounds, 2.2% hits;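 active means growth inhibition at or above a cutoff equal to the mean over every tested compound plus 3 SD, cut at about 60% in these data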;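 further: growth measured after 20 h incubation at 37 °C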
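Test system: tolC-deleted E. coli BW25113; medium: LB with kanamycin 50 µg/mL; compound: single-point testing at 10 µM; incubation: 20 h compound exposure of bacteria at 37 °C; signal: OD at 615 nm; evaluation: growth inhibition in percent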
Starred values were filed as active, the others as inactive; x = not tested or not shown.

No.	Molecule	5HT1E ag	AP complement	SF-1 act	5HT1a antag	HTR1E antagonist	RORa activator	S1P3 agonist	S1P1 ag pot	Ecoli tolC
1	CC(=O)n1c2ccccc2c2nc(NC(C)C)sc21	0.2	11	15	5	6	6	-0.7	-17	28
2	Cc1cccc2nc(CSc3nnnn3-c3ccccc3)cn12	0.4	1	-8	-17	-10	7	-0.4	-8	16
3	CCSc1nnc(CNc2ccc(F)cc2)n1CC1CCCO1 (centres undefined)	0.9	12	-12	-147	-6	-1	-0.7	-17	-20
4	CCCn1c(SCC(=O)Nc2nnc(C)s2)nnc1-c1ccoc1C	0.4	3	23	2	4	-6	-0.9	0	-16
5	O=C(Cn1nnc(-c2ccccc2-n2cnnn2)n1)NCc1ccccc1	0.0	-4	9	-5	2	-2	0.5	7	-19
6	O=C1CC(Nc2ccc(N3CCOCC3)cc2)C(=O)N1C1CCCCC1 (centres undefined)	0.0	x	1	-12	-3	7	x	x	5
7	CC(=O)N(C)C1(c2nnnn2CCOC(=O)Nc2cccc3ccccc23)CCCC1	0.0	-7	-2	-7	-5	-18	0.5	18	-3
8	COc1ccc(CCn2c(C)cc(C(=O)CSc3nnnn3C)c2C)cc1	-0.7	-9	19	1	6	-21	14*	7	0
9	Nc1nnnn1/N=C/c1ccco1	-0.3	x	7	x	8	-13	-5.3	10	13
10	COc1ccc2nc(NC(=O)c3ccc4ncsc4c3)sc2c1	0.1	12	61*	-5	2	54*	-0.6	7	-14
11	CCc1nc(SCCO)c2oc3ccccc3c2n1	-0.2	-8	-12	9	33*	3	-0.6	-64	6
12	Cc1ccc2[nH]c3c(c2c1)CCc1cn[nH]c1-3	-0.3	5	21	12	10	2	-1.2	-2	100*
13	CC(C)c1nnc(NC(=O)c2ccc(N3C(=O)CCC3=O)cc2)s1	-0.7	8	4	-2	-1	11	-0.6	-9	-12
14	Cc1ccc2cc(CNC(C)(C)C)c(=O)[nH]c2c1	-1.0	x	5	x	11	-6	-5.6	6	14
15	CCOC(=O)C(Cc1c[nH]c2ccccc12)NC(=O)CNC(C)=O (centres undefined)	0.3	-1	6	0	-1	-8	1.1	-6	-26
16	CCc1nn(C(C)C(=O)N2CCc3ccccc3C2)c(=O)c2cc3occc3n12 (centres undefined)	-0.1	-5	-17	-6	-7	-34	0.9	8	3
17	CCOc1ccccc1C(=O)NCC(=O)OCC(=O)N1C(C)CCCC1C (centres undefined)	0.1	2	4	-2	-5	-4	3.7	18	8
18	N#Cc1c(N)nc2c(c1-c1cccnc1)CCCCC2	0.7	6	-2	-2	-2	4	-0.3	-17	3
19	Cc1nc2c(c(=O)n1CCC1=CCCCC1)c1nc3ccccc3nc1n2/N=C/c1ccco1	1.1	12	-14	-21	-8	-3	-0.8	-19	22
20	Nc1ncnc(Nc2ccccc2C(F)(F)F)n1	0.4	-11	-2	-9	0	-4	0.4	-25	-5
21	CCc1ccccc1NC(=O)CSC1=C(C#N)C(c2ccc(O)c(OC)c2)C2=C(CCCC2=O)N1 (centres undefined)	0.1	1	2	x	-6	-14	-0.1	6	-1
22	CCOC(=O)C1CCN(C(=O)Nc2ccc3oc(C)nc3c2)CC1	-0.1	4	3	5	9	-9	-0.6	-2	-12
23	CCC1CCCCN1S(=O)(=O)c1ccc(C(=O)Nc2nnc(-c3ccccc3Cl)o2)cc1 (centres undefined)	-0.7	15	-24	6	8	12	-1.8	34	100*
24	O=C(Cc1cn2ccsc2n1)OCc1ccccc1	-0.5	8	11	15	3	6	-1.2	-5	-2
25	CN(C)c1ccc(CNC(=O)CN(C)S(=O)(=O)c2cccc3cccnc23)cc1	-0.2	8	-9	-2	0	-24	-0.7	-9	4
26	C=CCc1ccc(OCC(O)CN2CCCCC2C)c(OC)c1 (centres undefined)	-0.1	8	20	-9	-6	14	0.7	-16	-27
27	C=CCn1c(COc2ccccc2C)nnc1SCC(=O)O	-1.9	-6	-2	4	10	-1	-0.5	-10	3
28	COc1cccc(Oc2nnnn2-c2ccccc2)c1	-0.1	3	41	20	13	34	-0.2	-20	6
29	CCCC(=O)c1c(NC)cc(C)oc1=O	0.8	22	-2	-8	-7	13	-0.7	x	-14
30	O=C(COc1ccc(F)cc1)OCCN1CCOCC1	-0.2	2	14	x	-13	4	-6.0	2	4
31	O=C(c1ccco1)N1CCN(C(c2ccccc2Cl)c2nnnn2CC2CCCO2)CC1 (centres undefined)	1.1	11	5	7	-2	-18	-0.4	-9	-7
32	O=C(c1ccco1)N1CCC(n2nnc3ccccc32)CC1	-0.3	4	16	10	-21	-21	-0.4	-20	11
33	Cc1c(C(=O)Nc2ccccc2N2CCOCC2)sc2nc3n(c(=O)c12)CCC3	-0.4	5	11	-7	-5	5	x	x	-9
34	O=C(Cc1cccs1)Nc1cccc(C(=O)Nc2ccco2)c1	0.1	12	5	13	0	-6	-1.4	13	17
35	CCn1cc(C(=O)NCc2ccccn2)c(=O)c2cc(S(=O)(=O)N3CCCCC3)ccc21	-0.2	11	10	-31	9	22	-0.4	8	-9
36	Cc1cccc(C)c1OCC(O)CN (centres undefined)	24*	-4	-6	-3	3	3	0.4	7	-23
37	CCc1[nH]c(=O)c(C#N)c2c1CSC(C)(C)C2	0.2	x	-9	x	-12	-11	0.3	-24	5
38	N#Cc1c(-c2ccccc2)nc(N2CCOCC2)[nH]c1=O	-0.2	x	5	0	-6	-9	0.1	6	-1
39	O=C(NC1CCCc2ccccc21)C1CCN(S(=O)(=O)N2CCCCCC2)CC1 (centres undefined)	-0.5	13	2	-10	-8	-6	-0.2	10	-1
40	CC1(C)CC(=O)C=C(NCc2cccnc2)C1	0.2	-7	-11	2	-5	-12	-0.8	x	-9

Entries 32 through 40, quoted:
No.	Molecule	5HT1E ag	AP complement	SF-1 act	5HT1a antag	HTR1E antagonist	RORa activator	S1P3 agonist	S1P1 ag pot	Ecoli tolC
32	O=C(c1ccco1)N1CCC(n2nnc3ccccc32)CC1	-0.3	4	16	10	-21	-21	-0.4	-20	11
33	Cc1c(C(=O)Nc2ccccc2N2CCOCC2)sc2nc3n(c(=O)c12)CCC3	-0.4	5	11	-7	-5	5	x	x	-9
34	O=C(Cc1cccs1)Nc1cccc(C(=O)Nc2ccco2)c1	0.1	12	5	13	0	-6	-1.4	13	17
35	CCn1cc(C(=O)NCc2ccccn2)c(=O)c2cc(S(=O)(=O)N3CCCCC3)ccc21	-0.2	11	10	-31	9	22	-0.4	8	-9
36	Cc1cccc(C)c1OCC(O)CN (centres undefined)	24*	-4	-6	-3	3	3	0.4	7	-23
37	CCc1[nH]c(=O)c(C#N)c2c1CSC(C)(C)C2	0.2	x	-9	x	-12	-11	0.3	-24	5
38	N#Cc1c(-c2ccccc2)nc(N2CCOCC2)[nH]c1=O	-0.2	x	5	0	-6	-9	0.1	6	-1
39	O=C(NC1CCCc2ccccc21)C1CCN(S(=O)(=O)N2CCCCCC2)CC1 (centres undefined)	-0.5	13	2	-10	-8	-6	-0.2	10	-1
40	CC1(C)CC(=O)C=C(NCc2cccnc2)C1	0.2	-7	-11	2	-5	-12	-0.8	x	-9

Profiles from above. Values in the order: 5HT1E ag	AP complement	SF-1 act	5HT1a antag	HTR1E antagonist	RORa activator	S1P3 agonist	S1P1 ag pot	Ecoli tolC
Shown for O=C(c1ccco1)N1CCN(C(c2ccccc2Cl)c2nnnn2CC2CCCO2)CC1 (centres undefined) = 1.1	11	5	7	-2	-18	-0.4	-9	-7
Shown for CC1(C)CC(=O)C=C(NCc2cccnc2)C1 = 0.2	-7	-11	2	-5	-12	-0.8	x	-9

The list goes on:
No.	Molecule	5HT1E ag	AP complement	SF-1 act	5HT1a antag	HTR1E antagonist	RORa activator	S1P3 agonist	S1P1 ag pot	Ecoli tolC
41	COCCn1c(SCC(=O)Nc2cccc(OC)c2)nnc1-c1ccc(Cl)cc1	-0.3	3	-6	5	5	-2	1.0	-10	-5
42	Cc1ccccc1-c1nc(CN2CCC(C(=O)NCCC3=CCCCC3)CC2)c(C)o1	1.6	15	11	2	-9	10	-0.5	14	65*
43	COc1cc(CNc2ccc(C)c(C)c2)cc(OC)c1OC	-0.5	15	-2	11	11	29	-1.0	8	-5
44	CC1=CC(=C2C(=O)c3ccccc3C2=O)C=C(C)N1C	4.9	14	29	-12	-5	47	-0.1	-17	1
45	CCOc1ccc(C(C)=O)cc1N1C(=O)C2C3C=CC(O3)C2C1=O (centres undefined)	0.4	20	5	60*	39*	-7	1.2	76	-20
46	CN(C)CCNC(=O)c1ccc(CS(=O)(=O)c2ccc(Br)cc2)o1	1.9	20	1	3	6	20	-0.6	-9	-10
47	Cn1c(-n2c(CCCN3C(=O)c4ccccc4C3=O)nc3ccccc3c2=O)nc2ccccc21	-0.5	7	-9	-6	-3	-8	-0.8	-18	11
48	Cc1cc(C(=O)N(C)CC(=O)Nc2ccccc2C(F)(F)F)c(C)o1	0.1	6	-7	2	-4	-1	x	x	10
49	CCc1c(O)nc(SCc2ccccc2)n(C(C)CC)c1=O (centres undefined)	0.0	-1	-24	14	-2	7	-1.7	-8	70*
50	CC(=O)C(Sc1ncnc2c1nnn2-c1ccc(F)cc1)C(=O)N(C)C (centres undefined)	0.4	0	4	0	3	7	-1.1	-5	1
51	O=C(CCC1CCCCC1)Nc1c2c(nn1-c1ccc(F)cc1)CS(=O)(=O)C2	-0.5	-1	3	39	-4	-5	x	x	15
52	Cc1nc(COC(=O)c2c(C)nn(-c3ccccc3)c2C)cs1	0.1	12	39	6	5	18	1.4	5	30
53	Cc1onc(-c2ccccc2)c1C(=O)NCCc1c[nH]c2ccccc12	6.8	9	0	16	-10	-9	-0.4	5	15
54	O=C(c1ccc(S(=O)(=O)N2CCCCC2)cc1)c1nnc(-c2ccc(Cl)cc2)o1	-0.3	16	6	-4	0	9	x	x	11
55	Cc1ccccc1OCC(=O)NCCC(=O)O	-0.3	0	6	-8	0	-2	-1.5	0	-10
56	O=C(Cc1ccccc1)Nc1ccc(CN2CCOCC2)cc1	1.8	-3	41	-10	8	56*	-1.0	x	-5
57	COC(=O)c1oc2ccc(Br)cc2c1NC(C)=O	-0.2	12	11	6	14	11	-1.3	-16	0
58	CC(=O)c1nnn(-c2nc(N)nc(N(c3ccccc3)c3ccccc3)n2)c1C	1.0	10	10	-12	-10	16	-0.3	-67	-12
59	CCOC(=O)N1CCc2c(sc(NC(=O)c3ccc(Cl)s3)c2C(N)=O)C1	1.1	23	7	31	-9	40	-0.5	50	73*

Screening results deposited in PubChem by several laboratories.
